HTT aggregate: mutant huntingtin aggregation inhibition. Potency, µM (doses to about 46.1 µM), for the others: at the highest dose activity change, negative = inhibition, actives largely listed as inhibitors. 220,000 tested, 1.1% active. PC12 HttQ103-GFP aggregates, Acumen cytometry, 40 h; further: on the % scale 0 is the no-effect control and ±100 the full control effect; nearly all actives have a fitted effect of over 60% in size
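Using laser scanning cytometry, GFP-positive aggregates were counted after lysis of PC12 cells induced with 100 nM tebufenozide to express HTT exon 1 Q103–GFP. Compounds were tested in titration.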
Tau fibril FP: blocks human tau fibril formation measured by polarization; P10636; K18 P301L tau heparin fibrillization, Alexa594 FP, 6 h; Potency, µM (top dose mostly 57.7 µM), for the others: at the top dose activity, negative = inhibition, most hits filed as inhibitors; 280,000 tested, 0.39% active; AID 1468; further: on the % scale 0 is the no-effect control and ±100 the full control effect; nearly all actives have a fitted effect of over 55% in size
Target sequence (P10636 561-689 P618L limits assumed): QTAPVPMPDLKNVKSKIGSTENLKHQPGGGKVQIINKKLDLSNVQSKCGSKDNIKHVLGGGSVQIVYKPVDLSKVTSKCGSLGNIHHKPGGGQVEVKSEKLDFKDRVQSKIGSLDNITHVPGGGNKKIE
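FP of Alexa 594-tau after heparin (20 uM) induction. Substrate: human K18 P301L, 15 uM unlabeled, 0.24 uM labeled. Buffer 100 mM sodium acetate pH 7. 6 hr, 37 C.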
SMN2 splice up: SMN2 splice variant enhancement; HEK293 SMN2-luciferase splicing reporter, luminescence, 30-36 h; Potency, µM (highest dose often 46.1 µM), without a hit: at the top dose activity change, positive = activation, actives largely listed as activators; 210,000 tested, 2.8% active; further: % of control where 0% means no effect; nearly all actives have a fitted effect of over 55% in size
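HEK293 cells carry an SMN2 minigene-luciferase reporter in which exon 7 inclusion puts luciferase in frame. Cells were seeded at 2000 cells/well, attached for 10-12 hours, then exposed to compounds for 30-36 hours at 37C before ONE-Glo luminescence.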
Tau fibril ThT: tau fibrillization inhibition (ThT binding) | P10636 | recombinant tau K18 P301L, heparin-induced fibrillization, ThT fluorescence | Potency, µM (series often up to 57.4 µM), without a hit: at the highest dose activity, negative = inhibition, most hits filed as inhibitors | 270,000 tested, 2.1% active; further: on the % scale 0 is the no-effect control and ±100 the full control effect; nearly all actives have a fitted effect of over 55% in size
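Tau K18 P301L fragment (15 uM unlabeled plus 0.24 uM Alexa 594-labeled) in 100 mM sodium acetate pH 7 with compound, fibrillization induced by 20 uM heparin for 6 hr at 37 C. Thioflavin T (30 uM) added, fluorescence read after 1 hr (ex 450, em 510 nm).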
ALDH1A1 block: ALDH1A1 (human) enzyme inhibition; Potency, µM (highest dose often 75.3 µM), without a hit: at the top dose activity, negative = inhibition, most hits filed as inhibitors; Purified ALDH1A1, NADH fluorescence, propionaldehyde substrate; 220,000 tested, 7.3% active; active means well fitted inhibition curve with a large enough effect, not every such curve was filed as active; inconclusive means small, poorly fitted or top-dose-only effect, or another doubt; inactive means no such curve, though single readings can be large or run the other way;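 further: plate controls were no enzyme wells and a reference inhibitor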
Target sequence (P00352 whole entry, looked up): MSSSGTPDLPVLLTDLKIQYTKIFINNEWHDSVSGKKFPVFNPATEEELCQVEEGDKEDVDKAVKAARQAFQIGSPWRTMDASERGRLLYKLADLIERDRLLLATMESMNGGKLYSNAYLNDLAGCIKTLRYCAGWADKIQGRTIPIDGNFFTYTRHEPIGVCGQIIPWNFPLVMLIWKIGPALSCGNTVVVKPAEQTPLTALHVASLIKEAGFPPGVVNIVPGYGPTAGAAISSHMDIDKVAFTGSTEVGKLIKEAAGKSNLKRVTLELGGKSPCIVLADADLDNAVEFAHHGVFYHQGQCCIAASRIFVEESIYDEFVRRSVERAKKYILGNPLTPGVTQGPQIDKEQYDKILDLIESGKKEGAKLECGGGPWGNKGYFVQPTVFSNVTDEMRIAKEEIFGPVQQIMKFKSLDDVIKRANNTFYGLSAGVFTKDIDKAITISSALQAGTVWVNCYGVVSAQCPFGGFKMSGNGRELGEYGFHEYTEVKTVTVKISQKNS
JMJD2E inh: JMJD2E (human) inhibition | Potency, µM (doses to about 57.1 µM), for the others: top-dose activity change, negative = inhibition, usual class: inhibitors | 230,000 tested, 1.6% active | JMJD2E catalytic domain, FDH-coupled NADH fluorescence (FDH is formaldehyde dehydrogenase) | AID 2147 | B2RXH2; active means well fitted inhibition curve with a large enough effect, not every such curve was filed as active; inconclusive means small, poorly fitted or top-dose-only effect, or another doubt; inactive means no such curve, though single readings can be large or run the other way;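 further: 0% = wells with enzyme and -100% = buffer wells without enzyme; nearly all actives have a fitted effect of over 50% in size; many of its hits are not listed in these tables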
Target sequence (B2RXH2 1-337 limits assumed): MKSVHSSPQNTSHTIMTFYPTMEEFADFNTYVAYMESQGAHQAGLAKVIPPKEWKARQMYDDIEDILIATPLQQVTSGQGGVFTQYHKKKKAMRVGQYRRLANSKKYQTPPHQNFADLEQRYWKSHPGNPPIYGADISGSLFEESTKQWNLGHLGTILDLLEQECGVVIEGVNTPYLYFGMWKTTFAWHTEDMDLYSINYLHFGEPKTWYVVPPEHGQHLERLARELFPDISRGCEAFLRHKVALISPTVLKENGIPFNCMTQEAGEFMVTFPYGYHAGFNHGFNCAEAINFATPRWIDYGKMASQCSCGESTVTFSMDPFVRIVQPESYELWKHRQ
HTT cytoprotect: protects HTT-Q103 PC12 cells, measured by ATP; PC12 HTT-Q103 induced, cytoprotection, ATP luminescence, 40 h; 230,000 tested, 0.14% active; Potency, µM (series often up to 56.4 µM), for inactives: cytoprotection (ATP increase), most hits filed as activators; AID 1471;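 further: % of control where 0% means no effect; nearly all actives have a fitted effect of over 45% in size; toxic huntingtin expression switched on by the ecdysone agonist tebufenozide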
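ATP quantification (ATPlite) reports survival of PC12 cells in which tebufenozide, 100 nM final, switches on Htt exon 1 with 103 glutamines linked to GFP; compounds are titrated.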
Tau fluor counter: counter-screen for tau fibril formation inhibitors; Potency, µM (highest dose often 57.7 µM), without a hit: at the top dose activity change, negative = decrease; tau K18 P301L Alexa594 fluorescence, heparin fibrillization; 280,000 tested, 0.93% active; AID 1463; further: on the % scale 0 is the no-effect control and ±100 the full control effect; nearly all actives have a fitted effect of over 55% in size
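Human tau K18 P301L (15 uM unlabeled, 0.24 uM Alexa 594-labeled) in 100 mM sodium acetate pH 7 with 20 uM heparin, 6 hr at 37 C. ThT 30 uM added, 1 hr ambient; Alexa 594 FP and total fluorescence read at 555/632 nm.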
Active calls of the source: *; ? = inconclusive; . = not tested or not shown; & = joins results of further samples; [ ] = remark or other dose. Unless noted, the call rests on the fitted dose curve; in most records, active means well fitted curve in the direction sought with a large enough effect; inconclusive means small, poorly fitted or top-dose-only effect, or another doubt; inactive means no such curve, though single readings can be large; an effect the other way counts as inactive or inconclusive. Potency means the concentration at half of the fitted maximal effect. The list is partial; the hit share may differ from the screen's.

Structure,HTT aggregate,Tau fibril FP,SMN2 splice up,Tau fibril ThT,ALDH1A1 block,JMJD2E inh,HTT cytoprotect,Tau fluor counter
CCc1ccccc1NC(=O)COc1cccc2ccc(C)nc12,3.0%,9.9%,-7.5%,-7.4%,1.8%,-12.8%,.,-3.0%
Cc1cccc(-n2c(O)c(C=Nc3ccc4c(c3)OCO4)c3ccccc3c2=O)n1,26.0%,4.3%,-5.4%,?,3.8%,-4.6%,-28.2%,?
Cc1ccc(NC(=O)CN2C(=O)CNC2=O)cc1,-10.6%[9.22 µM],2.7%,.,.,.,4.7%,14.7%[10 µM],-10.3%
COc1ccccc1C(=O)Nc1nnc(-c2ccc(Cl)cc2)o1,16.3%[9.22 µM],-4.2%,.,-6.0%,.,9.7%,36.3%[10 µM],-3.8%
CN(CC(=O)Nc1nc2ccccc2s1)S(=O)(=O)c1ccccc1,-5.5%,-1.4%,14.1%,-4.1%,12.8%,-10.8%,-18.1%[10 µM],-12.2%
CCC(=O)Oc1ccc2c(=O)c(-c3ccc4ccccc4n3)c(CC)oc2c1C,-16.1%,8.2%,-26.6%,?,?,3.0%,-3.0%[10 µM],-10.8%
CCn1c(SCC(=O)N2CCN(c3ccccc3)CC2)nc2c(c1=O)SC(C)C2 (stereo not given),2.6%,-2.5%,-33.1%[inhibitor],4.2%,2.24µM*,7.1%,17.1%,7.2%
O=C(CCSc1ccccc1)Nc1ccc(S(=O)(=O)Nc2ncccn2)cc1,19.3%,-3.2%,.,1.0%,5.9%,3.3%,-10.8%,-3.3%
COc1ccc(NC(=O)C2CCCCN2N)cc1OC (stereo not given),-16.2%,?,-38.3%[inhibitor],?,?,-25.2%,2.2%[1.9 µM],-16.7%
Cc1ccc(OCCC(=O)OCC(=O)Nc2ccc(Cl)cn2)cc1,-6.1%,5.0%,5.8%,-20.4%,5.6%,?,14.3%,-16.8%
CC1CCCN(C(=O)Cn2nnc(-c3cccnc3)n2)C1 (stereo not given),3.1%,-1.3%,0.1%,-4.9%,6.5%,1.6%,4.3%,0.5%
COc1cccc(OCc2nc3ccccc3n2CCOc2cccc(C)c2)c1,.,-6.6%,12.0%,-20.3%,.,.,.,-21.1%
CC(NC(=O)c1nn(C)c(=O)c2ccccc12)c1ccccc1 (stereo not given),?,-0.5%,-15.1%,2.0%,15.8µM*,3.1%,-3.9%[0.074 µM],6.0%
CCN1CCN(c2ccc(N=Cc3ccccc3O)cc2)CC1,.,-0.7%,-1.0%,?,-2.4%,-5.2%,.,2.6%
Cn1c(=O)oc2cc(S(=O)(=O)N3CCCC(C(=O)Nc4ccccn4)C3)ccc21 (stereo not given),-8.5%,6.5%,-7.5%,4.4%,1.8%,4.9%,-20.0%,-1.5%
Fc1ccc([C@H]2CCNCC2COc2ccc3c(c2)OCO3)cc1 (stereo not given in full),.,12.1%,0.8%,-3.2%,-1.5%,2.4%,-16.9%,-3.1%
O=C(c1cc2ccccc2oc1=O)N(Cc1ccco1)CC1CCCO1 (stereo not given),4.0%,-4.6%,.,-9.8%,?,-0.3%,-8.5%[10 µM],-10.2%
Cc1cc(C)n(-c2ccc3cccc(NS(C)(=O)=O)c3n2)n1,8.91µM*,-1.9%,.,3.2%,1.6%,?,-59.0%[inhibitor],-6.3%
Cc1cc(Nc2ccc(F)cc2Cl)n2nc(C)nc2n1,-9.1%,7.3%,-9.8%,-6.8%,-4.5%,0.1%,-17.2%,3.4%
COc1cc(OC)cc(C(=O)NNC(=O)Cc2ccc(OC)c(S(=O)(=O)N3CCOCC3)c2)c1,6.1%,5.9%,-9.5%,-2.4%,-14.9%,-0.9%,-15.8%[10 µM],-2.3%
N=c1sccn1CC(=O)NCc1ccc(Cl)cc1Cl,-4.9%,2.0%,-2.6%,-2.1%,1.2%,-4.4%,-21.7%,-4.6%
CCOC(=O)NC(=O)/C(N=Nc1ccc(C(F)(F)F)cc1)=C(\C)O,-0.5%[9.22 µM],0.9%,-23.7%,4.8%,2.9%,14.0%,-1.0%,3.8%
c1ccc(-n2nnnc2OCCOc2nnnn2-c2ccccc2)cc1,3.1%,-2.9%,7.1%,0.5%,2.51µM*,-7.4%,-2.8%,-7.2%
Nc1ccc(Cl)c(S(=O)(=O)Nc2ccc(Cl)cc2)c1,-7.5%[9.22 µM],11.1%,.,0.1%,.,3.0%,-16.5%[10 µM],-5.4%

Compounds listed so far containing an aryl thioether with sulfur outside any ring (2):
Structure,HTT aggregate,Tau fibril FP,SMN2 splice up,Tau fibril ThT,ALDH1A1 block,JMJD2E inh,HTT cytoprotect,Tau fluor counter
CCn1c(SCC(=O)N2CCN(c3ccccc3)CC2)nc2c(c1=O)SC(C)C2 (stereo not given),2.6%,-2.5%,-33.1%[inhibitor],4.2%,2.24µM*,7.1%,17.1%,7.2%
O=C(CCSc1ccccc1)Nc1ccc(S(=O)(=O)Nc2ncccn2)cc1,19.3%,-3.2%,.,1.0%,5.9%,3.3%,-10.8%,-3.3%

More structures follow:
Structure,HTT aggregate,Tau fibril FP,SMN2 splice up,Tau fibril ThT,ALDH1A1 block,JMJD2E inh,HTT cytoprotect,Tau fluor counter
CCn1cc([N+](=O)[O-])c(C(=O)N2N=C3/C(=C/c4cccs4)CCCC3C2c2cccs2)n1 (stereo not given),-7.0%,0.7%,18.7%,4.8%,3.0%,3.4%,17.4%[10 µM],3.5%
CCOc1ccc(NC(=O)Nc2cnccn2)cc1,-14.8%,-0.6%,?,-4.1%,7.5%,?,-47.4%[inhibitor],-8.2%
CC[C@@H]1Cn2c(c3nc(-c4cc(Cl)cc(Cl)c4Cl)nc-3n(C)c2=O)N1,.,-2.0%,.,-22.7%,?,.,-12.8%,-26.8%
Cn1nnnc1SCC(=O)Nc1ccc(Cl)c(S(=O)(=O)N2CCOCC2)c1,-1.6%[9.22 µM],5.3%,.,4.4%,?,-20.9%,3.2%[10 µM],13.4%
Nc1cc(Cl)nc(N/N=C/c2ccc([N+](=O)[O-])cc2)n1,-1.4%,3.5%,-36.3%[inhibitor],5.62µM*,-7.4%,4.3%,.,-22.6%
COC(=O)c1sc(N)c(C(=O)OC)c1COC(=O)[C@@H](NS(=O)(=O)c1cccc(Cl)c1)C(C)C,-1.0%,-11.6%,10.4%,-10.1%,?,-13.2%,6.0%[10 µM],?
Cc1cc(C)n(-c2nnc(N3CCN(c4ccccc4)CC3)nn2)n1,?,8.0%,3.2%,?,4.5%,-5.2%,-36.8%[inhibitor],-10.3%
O=C(Nc1ccc(Cl)cc1)N(Cc1nnc2n1CCCCC2)c1ccccc1,2.9%,-3.2%,-1.0%,?,8.3%,13.9%,-26.9%,-1.7%
CC(C)c1nccn1CCC(=O)O,1.9%[9.22 µM],1.9%,?,-14.5%,-2.3%,-2.2%,24.4%,-2.1%
O=c1c(-c2ccco2)[n+]([O-])c2ccccc2n1OCc1ccccn1,15.6%,4.1%,8.9%,?,10µM*,-21.8%,-13.0%,-12.1%
COC(=O)C(C)N(C#N)c1nc(NC(C)C)nc(SC)n1 (stereo not given),-6.1%,0.7%,6.9%,-5.9%,-9.9%,-2.6%,4.9%,-4.7%
Cc1c(Cl)cccc1Nc1nc(N)nc(CSc2nc3ccccc3s2)n1,-9.4%,?,-16.1%&-30.6%,-8.4%&-6.6%,-7.5%,-10.6%,8.7%[10 µM],?
COC(=O)c1sc2cc(C(F)(F)F)cnc2c1-c1cccnc1,-2.2%,8.1%,5.0%,-12.9%,-10.3%,-1.0%,-2.5%[10 µM],-7.7%
COc1ccccc1/C=C1\SC(=O)N(CCC(=O)NNC(=O)c2ccccc2Cl)C1=O,11.4%,-2.7%,10.4%,-4.0%,?,?,-24.0%[10 µM],-12.0%
COc1cc(NC(=O)c2ccccc2Cl)c(OC)cc1NC(=O)CN1CCCCC1,8.0%[9.22 µM],-13.6%[2.34 µM],.,12.1%,9.4%,-7.2%,-14.2%[10 µM],11.1%
Cc1cc2c(cc1C)NC1=C(N2)OC(c2cccc(O)c2)C1=O (stereo not given),-11.0%[9.22 µM],0.2%,.,-4.2%,?,-4.9%,6.7%[10 µM],-3.0%
Fc1cccc(-c2nn[nH]n2)c1,8.6%,-1.6%,-12.0%,4.4%,11.8%,-3.5%,5.5%[10 µM],-7.1%
Cc1ccc(F)c(C2C3C=CCC(c4cccc(-c5ccc(N(C)C)cc5)c4)C3C(=O)N2Cc2ccccc2)c1 (stereo not given),3.16µM*,2.9%,.,-4.5%,.,?,-37.6%[10 µM],-11.8%
Cn1c(=O)c(=O)n(C)c2cc(S(=O)(=O)N3CCC(Cc4ccccc4)CC3)ccc21,6.8%,-1.8%,19.0%,4.0%,?,0.3%,-23.8%,-1.1%
COc1cccc(CNC(=O)CCC2CCCN(C(=O)C3CCOCC3)C2)c1 (stereo not given),6.4%,-1.3%,.,-5.5%,5.5%,-0.6%,-33.1%,3.4%
Cc1ccc(OCc2ccc(C(=O)Nc3nc4ccccc4n3C)o2)c([N+](=O)[O-])c1,1.8%,-9.9%,-17.4%,?,3.2%,2.8%,-8.3%[10 µM],-8.6%
O=C(CCN1C(=O)C2C3C=CC(C3)C2C1=O)N1CCN(c2ccccc2Cl)CC1 (stereo not given),6.0%,0.0%,-43.1%[inhibitor],-1.0%,2µM*,8.7%,-6.7%,-11.1%
COc1ccccc1Nc1nc(N)nc(CN2CCN(Cc3ccccc3)CC2)n1,3.5%,8.7%,-7.1%,-7.0%,?,-1.5%,-2.6%,2.3%

Screening data: PubChem BioAssay, National Center for Advancing Translational Sciences (NCATS)
